Bioassay records deposited in PubChem BioAssay by The Scripps Research Institute Molecular Screening Center.
TEAD-YAP block: TEAD-YAP interaction inhibition. HEK-TIYL cells, TEAD-Gal4/YAP UAS-luciferase luminescence. inhibition, % at 9.12 µM. hit rate 1.4% among 640,000. AID 1259422; in the data active = inhibition above about 32%;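 also: 0% = median of test compound wells and 100% = reference inhibitor wells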
GPR151 activ: activates the human receptor GPR151; Q8TDV0; PathHunter beta-arrestin GPR151 cells, luminescence; activation, % at 11.2 µM; hit rate 1% among 650,000; in the data active = activation above about 4.9%;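 also: 0% = median of compound wells and 100% = cells with positive control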
Target sequence (Q8TDV0 whole entry, looked up): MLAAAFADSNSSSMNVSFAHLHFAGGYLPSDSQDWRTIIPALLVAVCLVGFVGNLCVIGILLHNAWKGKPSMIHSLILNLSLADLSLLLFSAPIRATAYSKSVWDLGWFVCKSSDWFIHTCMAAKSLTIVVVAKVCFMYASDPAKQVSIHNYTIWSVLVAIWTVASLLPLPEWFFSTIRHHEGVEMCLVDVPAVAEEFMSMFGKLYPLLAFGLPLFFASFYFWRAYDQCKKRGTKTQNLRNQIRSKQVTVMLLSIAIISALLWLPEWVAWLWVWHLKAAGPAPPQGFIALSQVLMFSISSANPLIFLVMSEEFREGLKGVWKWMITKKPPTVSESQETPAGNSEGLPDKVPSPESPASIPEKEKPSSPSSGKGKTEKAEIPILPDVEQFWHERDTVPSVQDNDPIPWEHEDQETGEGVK
FBW7 activator: human FBW7 E3 ligase activation, primary screen; Q969H0; AlphaScreen FBW7–phospho-cyclin E peptide binding, activator screen; hit rate 0.13% among 650,000; normalized activity (activation), % at 26.1 µM; in the data active = normalized activity above about 1.9%;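 also: purified mutant Fbw7 with reduced substrate affinity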
MITF primary: human MITF inhibition, primary screen. AlphaScreen MITF homodimerization, bead proximity signal. inhibition, % at 2.6 µM. hit rate 0.91% among 650,000. AID 1259374; in the data active = inhibition above about 50%;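 also: 0% = vehicle wells with protein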
Target sequence (O75030 whole entry, looked up): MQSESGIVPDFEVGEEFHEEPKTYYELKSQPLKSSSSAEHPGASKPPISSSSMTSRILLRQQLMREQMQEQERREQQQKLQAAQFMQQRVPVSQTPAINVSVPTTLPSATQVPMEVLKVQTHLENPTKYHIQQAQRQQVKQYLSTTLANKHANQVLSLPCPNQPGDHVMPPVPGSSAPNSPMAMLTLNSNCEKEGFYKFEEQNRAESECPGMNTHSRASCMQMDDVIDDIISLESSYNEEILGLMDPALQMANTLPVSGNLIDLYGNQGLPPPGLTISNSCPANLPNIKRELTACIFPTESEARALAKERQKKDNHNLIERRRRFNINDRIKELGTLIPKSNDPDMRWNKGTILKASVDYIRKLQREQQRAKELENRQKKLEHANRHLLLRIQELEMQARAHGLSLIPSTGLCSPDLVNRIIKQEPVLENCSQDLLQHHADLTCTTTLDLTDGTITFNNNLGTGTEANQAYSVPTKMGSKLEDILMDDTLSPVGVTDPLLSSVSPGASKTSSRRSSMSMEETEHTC
Numbers without * were called inactive.

SMILES | TEAD-YAP block | GPR151 activ | FBW7 activator | MITF primary
CC(Sc1ccc(Cl)cc1)C(N)=O (centres undefined) | 1 | 0.0 | 0.0 | -5
COc1ccc(C2CC(=O)C3=C(C2)Nc2ccccc2NC3c2coc3c(Cl)cc(Cl)cc3c2=O)cc1 (centres undefined) | -3 | 0.4 | 0.2 | 7
COc1ccc(-c2nn(-c3ccccc3)cc2C#N)cc1 | -48 | 0.6 | 0.6 | 8
Cc1cc(N2CCOCC2)c(F)cc1C(C)(O)C#Cc1ccccc1 (centres undefined) | -2 | 0.7 | 0.1 | 6
C=CCNC(=S)N/N=C/C1=C(N2CCOCC2)C(=C\c2ccccc2)/CC1 | 6 | -0.4 | 0.0 | 0
CCOc1ccc(-n2c(=S)[nH]c3c(sc(=S)n3-c3ccc(C)c(C)c3)c2=O)cc1 | -15 | 0.0 | 0.1 | 16
CCN(CC)CCNC(=O)Cn1nc(C)c2ccccc2c1=O | -3 | 2.8 | -0.1 | -7
O=C(COc1cccc(Cl)c1)Nc1ccc(C(=O)OC2CCCCC2)cc1 | 5 | 2.6 | -0.1 | 6
O=C(Nc1ccccc1)c1cc([N+](=O)[O-])ccc1NCCO | -4 | -0.4 | 0.0 | 8
CCc1ccc2c(c1)NC(=O)C2(CC)c1ccc2c(c1)OCO2 (centres undefined) | -7 | -0.3 | 0.3 | 19
COc1cccc2sc(Nc3nnc(-c4cccs4)o3)nc12 | 14 | -4.6 | -0.4 | 17
O=C(CSc1nnc(NC(=O)C2CCC2)s1)NC1CCCC1 | 2 | 0.5 | -0.1 | 17
O=C(NC1CC1)c1cccc(-n2cnnn2)c1 | 4 | -1.7 | 1.2 | 19
COc1cccc(Cn2c([N+](=O)[O-])cnc2C)c1 | 0 | -1.7 | 0.3 | 8
Cc1cc(C)n(-c2nncn2/N=C/c2ccccc2F)n1 | 4 | -0.9 | 0.1 | -1
O=C(NCc1cccs1)C(=O)NCC(c1ccco1)S(=O)(=O)c1cccs1 (centres undefined) | -2 | -0.4 | -0.1 | 0
O=C(O)CCC(=O)N(Cc1ccc2c(c1)CCO2)C1CC1 | 9 | 0.4 | 0.0 | 12
COc1cc(C(=O)O/N=C(\N)c2ccccc2Cl)cc(OC)c1OC | -12 | -1.3 | 0.1 | 10
COc1ccc(S(=O)(=O)NCCc2c(C)[nH]c3ccccc23)cc1 | 0 | -0.4 | -0.2 | -6
Cc1ccn(CCC(=O)N2CCc3c(cnc(C)c3CNC(=O)Cc3ccsc3)C2)n1 | 5 | 0.6 | -0.1 | 3
O=C(COC(=O)c1ccccc1Cl)NCC(F)(F)F | -2 | -0.7 | 0.1 | 4
COc1ccc(C(C)=O)cc1CSc1nc2ccc(N3CCOCC3)cc2c(=O)n1Cc1ccccc1 | 6 | 0.9 | 0.1 | 0
CCC(=O)Nc1nc2nc(C(C)C)cc(=O)n2[nH]1 | -12 | 1.4 | 0.0 | 26
O=C(Nc1ccccc1C(F)(F)F)N1CCc2ccccc2C1 | -16 | -1.3 | -0.1 | 1
CC(=O)N(CN1C(=O)c2ccccc2C1=O)c1ccc(I)cc1 | 8 | 0.2 | 0.1 | 18

Some of these compounds in order of SMILES length, ascending.
SMILES | TEAD-YAP block | GPR151 activ | FBW7 activator | MITF primary
COc1cccc(Cn2c([N+](=O)[O-])cnc2C)c1 | 0 | -1.7 | 0.3 | 8
O=C(CSc1nnc(NC(=O)C2CCC2)s1)NC1CCCC1 | 2 | 0.5 | -0.1 | 17
CC(=O)N(CN1C(=O)c2ccccc2C1=O)c1ccc(I)cc1 | 8 | 0.2 | 0.1 | 18
COc1cc(C(=O)O/N=C(\N)c2ccccc2Cl)cc(OC)c1OC | -12 | -1.3 | 0.1 | 10
Cc1ccn(CCC(=O)N2CCc3c(cnc(C)c3CNC(=O)Cc3ccsc3)C2)n1 | 5 | 0.6 | -0.1 | 3
COc1ccc(C2CC(=O)C3=C(C2)Nc2ccccc2NC3c2coc3c(Cl)cc(Cl)cc3c2=O)cc1 (centres undefined) | -3 | 0.4 | 0.2 | 7

Carrying on.
SMILES | TEAD-YAP block | GPR151 activ | FBW7 activator | MITF primary
CC1(C)CC(NC(=S)NCc2ccco2)CC(C)(C)N1 | 0 | -1.3 | 0.2 | 15
CCOC(=O)C1=C(C)N=c2s/c(=C/c3c(OC)cc(OC)cc3OC)c(=O)n2C1c1ccccc1OC (centres undefined) | 1 | -0.7 | 0.0 | 12
COc1ccc(C(=O)/C=C(\C)NCc2ccc(C)cc2)cc1 | -5 | -1.2 | 0.2 | 31
NC(=S)c1nc(-c2ccccc2)cs1 | 2 | 0.4 | 0.3 | 15
CC(C)(C)c1ccc(OCC(=O)Nc2ccc3oc(-c4ccncc4)nc3c2)cc1 | -4 | 0.1 | 0.0 | 2
CCc1ccc(-c2cc3c(=O)n(CC(=O)Nc4ccc(F)cc4F)nc(C)n3n2)cc1 | -6 | -1.8 | 0.1 | -2
CCOc1ccc(Oc2ccccc2C(=O)/C(C#N)=C/N(C)C)cc1 | -4 | 0.3 | 1.0 | -11
C=CCNC(=O)COC(=O)c1nc2nc(C)ccn2n1 | 2 | 1.0 | 0.1 | 11
COc1ccc(NC(=O)C(c2ccc(C)cc2)N(C)C(=O)Cc2c[nH]c3ccccc23)cc1 (centres undefined) | -2 | -1.4 | 0.0 | 7
CCOC(=O)N1CCC(NC(=O)c2cnn3c(C)c(Cc4cccc(Cl)c4)c(C)nc23)CC1 | -10 | 0.7 | 0.1 | -5
O=C(N/N=C/c1ccccc1O)C(F)(F)F | -60 | 0.0 | 0.3 | 0
CCn1c(=O)c2cc(C(=O)Nc3ccc4c(c3)OCO4)sc2c2ccccc21 | -3 | -0.3 | 0.9 | 11
COc1cccc(CNC(=O)c2cc(-c3ccc(Cl)cc3)n[nH]2)c1 | 6 | -2.7 | -0.1 | 2
CN(C)C(CNC(=O)CNC(=O)C12CC3CC(CC(Cl)(C3)C1)C2)c1cccs1 (centres undefined) | 5 | 1.9 | 0.1 | -3
COc1ccc(NC(C)C(=O)N/N=C/c2ccc(Cl)cc2)cc1 (centres undefined) | -7 | -0.7 | 0.1 | 5
Cc1nn(-c2ccc(Cl)cc2)c2sc(C(=O)OCCn3c([N+](=O)[O-])cnc3C)cc12 | -3 | 2.9 | 0.1 | 6
CCN(CC)C(=O)C12CC3CC(CC(Br)(C3)C1)C2 | 4 | -0.3 | -0.1 | 15
COc1cccc(C(=O)NCC(=O)N/N=C/c2ccc(O)c([N+](=O)[O-])c2)c1 | 14 | -0.1 | 0.0 | 10
Fc1ccc(-c2cnn3c(N4CCOCC4)ccnc23)cc1 | -40 | -4.2 | -0.2 | -15
CCOC(=O)c1ccccc1NC(=S)N1CCCCC1 | -4 | 0.0 | -0.3 | -1
CN1CCN(C(=O)NCC23CC4CC(C2)CC(CNC(=O)N2CCN(C)CC2)(C4)C3)CC1 | 5 | 1.5 | -0.3 | -20
CC(C)[C@H](NC(=O)c1ccccc1)C(=O)OCC(=O)N1CC(=O)Nc2ccccc21 | 16 | -0.6 | 0.1 | -8
CCOc1cc(/C=c2\sc3nc(=O)c(C)nn3c2=O)ccc1OC(C)=O | 6 | -0.3 | 0.1 | 2
CCCn1c(=N)c(C(=O)NC)cc2c(=O)n3cccc(C)c3nc21 | 22 | 0.4 | -0.1 | 13
O=C1CCc2ccc(OCC(=O)N3CCN(c4ccccc4Cl)CC3)cc21 | -5 | 0.3 | -0.4 | -3

4 entries from above, reformatted.
> CCn1c(=O)c2cc(C(=O)Nc3ccc4c(c3)OCO4)sc2c2ccccc21
  TEAD-YAP block: -3
  GPR151 activ: -0.3
  FBW7 activator: 0.9
  MITF primary: 11
> COc1cccc(CNC(=O)c2cc(-c3ccc(Cl)cc3)n[nH]2)c1
  TEAD-YAP block: 6
  GPR151 activ: -2.7
  FBW7 activator: -0.1
  MITF primary: 2
> CN(C)C(CNC(=O)CNC(=O)C12CC3CC(CC(Cl)(C3)C1)C2)c1cccs1 (centres undefined)
  TEAD-YAP block: 5
  GPR151 activ: 1.9
  FBW7 activator: 0.1
  MITF primary: -3
> COc1ccc(NC(C)C(=O)N/N=C/c2ccc(Cl)cc2)cc1 (centres undefined)
  TEAD-YAP block: -7
  GPR151 activ: -0.7
  FBW7 activator: 0.1
  MITF primary: 5

Next compounds follow.
SMILES | TEAD-YAP block | GPR151 activ | FBW7 activator | MITF primary
CC1=C(C(=O)OC2CCCCC2)C(c2ccc(Cl)cc2)C2=C(CCCC2=O)N1 (centres undefined) | -3 | 0.1 | 0.0 | -17
COc1cc(CN2CCCC(N3CCOCC3)C2)ccc1OCc1ccccc1 (centres undefined) | -8 | 0.2 | 0.1 | -14
O=C(c1cccc([N+](=O)[O-])c1)c1ccc2c(c1)C(=O)NC2=O | 9 | -0.6 | -0.1 | -5
CSc1ccccc1NC(=O)CSc1nc2ccccc2o1 | -17 | 1.2 | -0.2 | -2
COC(=O)c1[nH]c2ccc(Br)cc2c1NC(=O)CN1CCOCC1 | -2 | -1.1 | -0.2 | 12
CC(C)(C)NC(=O)C(c1ccncc1)N(C(=O)c1csnn1)c1ccccc1F (centres undefined) | -2 | 1.1 | 0.0 | 4
COc1ccc(OC)c2c(C)cc(N3CCN(c4ccccn4)CC3)nc12 | -8 | 3.9 | 0.1 | -2
COc1ccc(N2CCN(c3c(-c4ccc(Cl)cc4)c(=O)c3=O)CC2)cc1 | -3 | 2.2 | 0.2 | 6
c1cc(CNc2ccc(N3CCCC3)cc2)ccn1 | -5 | -1.4 | 0.1 | 41
Cc1cc(C)n2nc(NCc3ccc(F)cc3)nc2n1 | -8 | 1.4 | -0.1 | 12
CCCCN(C)c1nnc(NC(=O)NCCCOC)s1 | 4 | 0.4 | -0.2 | 3
COc1cc(NC(=O)c2cccc(-n3cc(Nc4ccccc4-c4ccccc4)cn3)c2)ccc1N1CCOCC1 | 1 | -0.3 | 0.8 | 19
Cc1ccc(OC(=O)c2ccc(C)c([N+](=O)[O-])c2)cn1 | -14 | -0.2 | 0.6 | 16
O=C1CC2(CCCCC2)Oc2ccc(O)cc21 | -7 | -0.6 | -0.1 | -5
O=C1CNC(=S)N1c1nc2ccccc2s1 | -31 | -4.5 | 0.8 | 4
COc1ccc(NC(=O)c2ccc(N3CC4CC(C3)c3cccc(=O)n3C4)c(NC(=O)c3cccs3)c2)cc1OC (centres undefined) | 2 | -0.5 | -0.1 | 0
COc1ccc(-c2cc(C3CCN(S(=O)(=O)c4ccccc4[N+](=O)[O-])CC3)[nH]n2)cc1 | 1 | -0.4 | -0.2 | -6
COC(=O)CSc1nc(-c2ccccc2)cc(C)c1C#N | -27 | -0.3 | 0.0 | -9
O=C1N(c2ccc3c(c2)OCO3)C(c2ccco2)C1(F)F (centres undefined) | -2 | -0.4 | 0.0 | -3
CC(=O)c1ccc(NC(=O)COC(=O)[C@H](C(C)C)N2C(=O)c3ccccc3C2=O)cc1 | 10 | 0.6 | 0.2 | 11
Cc1ccc(CNC(=O)CN2CCN(c3ccccn3)CC2)cc1 | -3 | -1.2 | -0.1 | -2
C=CCNc1nc2c(c(=O)[nH]c(=O)n2C)n1Cc1ccccc1 | 5 | 0.4 | 0.0 | 0
Cc1ccc(NC(=O)C2COc3ccccc3O2)cc1C (centres undefined) | -58 | 0.7 | 0.1 | 1
CCN1C(=O)c2cccc3c(NC(=S)NC(=O)c4ccc(C(=O)c5ccccc5)cc4)ccc1c23 | -1 | -1.1 | 0.2 | 6
O=S1(=O)N=C2CCCN2c2ccc(F)cc21 | 0 | 1.6 | 0.1 | -7
Next entries
SMILES | TEAD-YAP block | GPR151 activ | FBW7 activator | MITF primary
FC(F)Oc1ccccc1/C=N/n1cnnc1 | -2 | 0.6 | 0.1 | 14
O=C(NC1CCN(Cc2ccccc2)CC1)c1csc(N2CCN(c3ccccn3)CC2)n1 | 8 | -1.5 | -0.1 | 9
Clc1ccc2c(c1)C1CC(c3cccs3)=NN1C1(CCCC1)O2 (centres undefined) | -22 | -0.2 | 0.5 | 6
O=C(COc1ccc(Br)cc1)N/N=C/c1c[nH]c2ccccc12 | 2 | 0.3 | 0.3 | 8
COc1ccc(-c2cc3nc4c(c(=O)n3[nH]2)CCCC4)cc1 | -61 | -1.2 | -0.1 | -5
O=C(NC1CC1)c1cnc(Nc2cccnc2)s1 | -2 | 0.0 | 0.0 | -1
COC(=O)c1c(OCc2cccnc2)cc(=O)n2c1CCN(C(=O)C1CCCCC1)CC2 | -1 | -1.0 | 0.0 | 69*
COC(=O)Cc1ccc(NC(=O)c2ccccc2Cl)cc1 | -14 | -0.2 | -0.1 | 2
CCN(CC)C(=O)CSc1nnc2c(n1)-c1cccc3cccc-2c13 | -8 | -0.3 | 0.0 | 22
O=C(Nn1c(-c2cccs2)nc2ccccc2c1=O)c1cc(Cl)ccc1[N+](=O)[O-] | -11 | -0.7 | 0.7 | 1
COCc1cc(=O)[nH]c(Sc2c(-c3ccccc3)c3ccc(Cl)cc3[nH]c2=O)n1 | -4 | -0.7 | 0.2 | 13
CN(Cc1ccco1)C(=O)CN1N=C(c2ccccc2)CCC1=O | 1 | 1.4 | -0.1 | -9
COc1ccc(C2CC(=O)c3cnc(Nc4ccccc4OC)nc3C2)cc1 (centres undefined) | 7 | 0.8 | 0.1 | 2
O=C(CCC1(Cc2ccc3c(c2)OCO3)CCC(=O)N1)NCCc1ccco1 (centres undefined) | -1 | -0.5 | 0.1 | -1
Cc1ccc(C2=NN(CCC(=O)NCCc3cccc(C)c3)C(=O)CC2)cc1 | -1 | -1.4 | -0.2 | -5
Cc1cccnc1NC(=S)NCCc1ccccc1 | -29 | -0.6 | -0.1 | -7
CCOc1ccc(Nc2c3c(nc4nncn24)CCC3)cc1 | 1 | 1.2 | 0.0 | 4
CC1CCN(CCCNC(=O)CCC(=O)Nc2nc(-c3cc4ccccc4oc3=O)cs2)CC1 | -49 | -10 | 0.1 | -2
Cc1nnc(Nc2ccc(S(=O)(=O)Nc3nccs3)cc2)c2ccccc12 | 1 | -1.0 | 0.0 | 19
